From PubChem BioAssay
LAP4 TOR yeast: alters LAP4-GFP fluorescence in TOR pathway yeast screen | S. cerevisiae LAP4-GFP multiplex, flow cytometry GFP, 3 h; median GFP as percent of DMSO wells | GFP response vs DMSO, % at 10 µM | 320,000 compounds, 0.34% hits;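 active means GFP response vs DMSO above a set limit, about the screen mean plus 3 SD, cut at about 150% in these data; inconclusive means under 70 cell events counted for the yeast strain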
GRK2 aptamer HTS: inhibitors of human GRK2 displacing RNA aptamer | inhibition of aptamer binding, % at 10 µM | bead flow cytometry, FAM-aptamer displacement from GRK2 | 330,000 compounds, 0.59% hits;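 active means inhibition of aptamer binding above 40%, roughly 3 SD of noise, on plates passing a quality check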;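 further: median bead fluorescence of bound FAM aptamer so fluorescent compounds give negative values; no value below 0 was filed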
MEP2 TOR yeast: alters MEP2-GFP fluorescence in TOR pathway yeast screen; S. cerevisiae MEP2-GFP strain, flow cytometry GFP, 3 h; 100% = DMSO control level; GFP response vs DMSO, % at 10 µM; 330,000 compounds, 0.51% hits;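 active means GFP response versus DMSO above a set limit, roughly screen mean plus 3 SD, cut at about 180% in these data; inconclusive means fewer than 70 cells counted for a yeast strain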;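 further: median GFP fluorescence of the barcode-gated MEP2-GFP cells per well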
VLA-4 inh: inhibition in a human VLA-4 binding assay; P13612; VLA-4 expressing cells, ligand binding flow cytometry; inhibition, % (about 7 µM as worked out from the volumes in the protocol); 330,000 compounds, 0.2% hits; in the data active means inhibition above about 50%
AGP1 TOR yeast: alters AGP1-GFP fluorescence in TOR pathway yeast screen | S. cerevisiae AGP1-GFP multiplex flow cytometry, 3 h; GFP as percent of DMSO wells | GFP response vs DMSO, % at 10 µM | 320,000 compounds, 0.02% hits | AID 2066;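 active means GFP response relative to DMSO above a set limit, near screen average plus 3 SD, cut at about 150% in these data; inconclusive means fewer than 70 cells counted for the yeast strain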;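 further: median GFP channel fluorescence of the gated AGP1 strain per well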
GASC-1 inh: human JMJD2C demethylase inhibition; GST-JMJD2C(1-420) H3K9me3 demethylation, DELFIA europium; Q9H3R0; inhibition, % at 2.35 µM; 330,000 compounds, 0.069% hits;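 active means more than half of a compound's replicate wells show inhibition beyond 50%, single wells judged on their own value; inconclusive means some, but no more than half, of replicates pass 50% inhibition; inactive means no replicate passes 50% inhibition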;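 further: signal counts dimethyl H3K9 product captured on neutravidin plate; 0% = median of DMSO wells and 100% = 0.3 times that DMSO median; strong numbers were not always called active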
Target sequence (Q9H3R0 1-420 limits assumed): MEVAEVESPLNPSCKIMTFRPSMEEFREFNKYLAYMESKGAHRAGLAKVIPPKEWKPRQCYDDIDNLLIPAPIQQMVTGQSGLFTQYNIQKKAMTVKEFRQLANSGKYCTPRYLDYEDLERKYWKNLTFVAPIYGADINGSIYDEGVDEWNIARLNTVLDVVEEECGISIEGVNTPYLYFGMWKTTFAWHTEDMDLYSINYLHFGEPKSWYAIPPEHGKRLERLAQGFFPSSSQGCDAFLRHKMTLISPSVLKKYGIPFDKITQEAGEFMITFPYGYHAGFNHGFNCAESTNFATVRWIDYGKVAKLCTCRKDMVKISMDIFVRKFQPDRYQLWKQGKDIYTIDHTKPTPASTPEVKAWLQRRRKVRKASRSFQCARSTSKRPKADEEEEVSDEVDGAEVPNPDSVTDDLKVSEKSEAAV
CIT2 TOR yeast: yeast TOR pathway CIT2-GFP modulation; GFP response vs DMSO, % at 10 µM; S. cerevisiae CIT2-GFP strain, flow cytometry, 3 h; 100 means same as DMSO wells; AID 2029; 320,000 compounds, 0.065% hits;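 active means GFP response relative to DMSO above a set limit, near the screen mean plus 3 SD, cut at about 150% in these data; inconclusive means Fewer than 70 cells measured for a yeast strain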;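 further: ratio of well median GFP fluorescence to mean of DMSO wells on the plate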
RPL19A TOR yeast: yeast TOR pathway RPL19A-GFP modulation; S. cerevisiae RPL19A-GFP strain, flow cytometry, 3 h; stronger effect = lower value; percent response vs DMSO, % at 10 µM; 330,000 compounds, 0.3% hits;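 active means percent response vs DMSO below 50%; inconclusive means fewer than 70 events counted for the yeast strain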;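 further: median channel GFP fluorescence of the barcoded RPL19A-GFP strain; ratio of sample median GFP to plate DMSO average so 100% = DMSO; lower means less RPL19A-GFP as with rapamycin TOR inhibition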
* hit, by the source's call; ? = inconclusive; . = not tested or not shown; [ ] = another dose, or the depositor's remark.

structure,LAP4 TOR yeast,GRK2 aptamer HTS,MEP2 TOR yeast,VLA-4 inh,AGP1 TOR yeast,GASC-1 inh,CIT2 TOR yeast,RPL19A TOR yeast
O=C(CN(CC1CCCO1)C(=O)CNS(=O)(=O)c1ccc(F)cc1)NC1CCCCC1 (stereo unspecified),91,0,91,11,96,0,97,94
Cc1c(NC(=O)c2cnc(Cl)c(Cl)c2)c(=O)n(-c2ccccc2)n1C,93,1,104,8,102,-14,109,107
Cn1nc(C(=O)NNC(=O)c2cccc(Cl)c2)ccc1=O,96,0,111,11,101,-11,112,101
CCOC(=O)C1=C(COC(=O)/C=C/c2cc(OC)c(OC)c(OC)c2)NC(=O)NC1C (stereo unspecified),98,3,97,-3,97,-14,100,100
Cc1cc(C)n(/N=C/c2cc([N+](=O)[O-])ccc2O)c(=O)c1,132,2,99,-4,111,-30,80,86
O=C(NC1CCCC1)C1CCN(C(=O)Nc2cccc(Cl)c2)CC1,98,2,98,-8,108,0,107,101
Cc1ccc2oc(=O)n(CC(=O)N3CCOCC3)c2c1,100,0,98,2,104,-1,94,95
CCN(CC)CCNCc1ccc(Br)cc1OCC(=O)NCc1ccccc1,99,0,105,19,103,-1,98,101
NNc1nc(-c2ccccc2)c2ccccc2n1,103,4,101,44,92,4,76,91
CC(=O)Nc1ccc(NC(=O)CSc2nnc(NC(=O)C3CC(=O)N(c4ccccc4)C3)s2)cc1 (stereo unspecified),81[may fluoresce red],0,75[may fluoresce red],-2,87[may fluoresce red],4,94[may fluoresce red],?
CCCCCCC(O)(CCN1CCCCC1)c1ccccc1 (stereo unspecified),103,0,105,8,104,-3,109,103
CC(=O)c1c(C)[nH]c(C(=O)CSc2nnc(C3CCCCC3)n2N)c1C,97,1,100,52*,102,8,94,98
CCn1c(C)nc2cc(C(=O)N/N=C/c3ccc(N4CCOCC4)cc3)ccc21,117,0,110,1,99,50,97,113
COc1ccccc1CCC(=O)Nc1ccc2c(c1)CN(Cc1ccc(C)o1)CC2,94,0,103,9,102,-6,104,102
O=C1CCC(C(=O)N2CCCC(Nc3ccc(F)cc3)C2)=NN1 (stereo unspecified),103,1,92,10,100,4,95,97
COc1ccc(C)cc1COC(=O)c1[nH]c(C)c(C(C)=O)c1C,119,0,103,-1,95,-1,88,91
Cn1c(=O)c2[nH]c(=O)cnc2n(C)c1=S,94,0,111,-19,112,39,114,108
C=CCSC1=C(C#N)C(c2ccccc2Cl)C(C(=O)c2cccs2)C(O)(C(F)(F)F)N1 (stereo unspecified),91,1,99,6,91,-8,90,97
Cc1nn(CC(=O)O)c(C)c1[N+](=O)[O-],100,0,98,3,106,-7,101,97
Cc1ccc(C(=O)N2CCCC(N3CCN(c4ccccc4F)CC3)C2)s1 (stereo unspecified),91,1,68,-16,94,-5,94,95
Cc1cc(C(C)(C)C)nc2[nH]n(-c3ccccc3)c(=O)c12,97,1,95,3,92,5,.,98
COc1ccc(C2CC(=O)C3=C(C2)Nc2ccccc2N(C(=O)CCC(=O)O)C3c2ccc(F)cc2)cc1OC (stereo unspecified),100,3,109,2,97,-6,100,103
CCN1CCN(C(c2cccs2)C(C)NC(=O)c2cccnc2)CC1 (stereo unspecified),95,3,102,-3,105,-11,99,101
CC(=O)N1N=C(c2ccccc2O)OC1(C)CC(=O)Nc1ccccc1 (stereo unspecified),91,0,91,8,99,-1,104,99
Cc1ccc(S(=O)(=O)N2CCC(=O)N(C(COCc3ccc(Cl)cc3)Cc3ccccc3)CC2)cc1 (stereo unspecified),123,0,95,-3,81,-2,64,95
Cc1cccc(NCc2nc(SCC(=O)Nc3ccccc3Br)n[nH]2)c1,94,0,104,5,102,12,101,102
CCCNC(=O)COC(=O)c1ccc(S(=O)(=O)N2CCCCCC2)cc1,98,0,103,8,95,18,95,101
COc1ccc(Nc2ncnc3ccc(Br)cc23)c(OC)c1,98,1,101,19,99,-7,98,99
CCOC(=O)c1oc2cc(C)cc(O)c2c(=O)c1-c1csc(C)n1,91,0,90,19,87,-23,82,87
CCOc1ccc(OCCC(=O)OCC(=O)Nc2cc(C)nn2-c2ccccc2)cc1,102,1,96,1,107,-8,103,98
O=C(NCCS(=O)(=O)N1CCN(c2ccccc2F)CC1)C1CC(=O)N(c2ccc(F)cc2)C1 (stereo unspecified),94,0,99,3,101,-3,108,96
N#Cc1ccc(OCC(=O)NCCN2CCOCC2)cc1,100,1,98,-136,101,3,91,96
N[C@@H](CO)c1nnc([C@H](CCC(=O)O)NC(=O)C2CCNCC2)o1,128,3,94,4,81,3,73,93
COc1ccc(CCNC(=O)c2cccnc2)cc1,98,0,105,-12,100,19,94,100
Cc1ccc(S(=O)(=O)NCCN2CCOCC2)cc1,87,2,100,5,99,19,102,99
NC(=O)Cn1c(=O)n(C2CCCCC2)c(=O)c2c3c(sc21)CCCCC3,88,0,105,17,101,-20,107,105
CCn1cnc2c1c(=O)n(CC(=O)Nc1ccc(C(N)=O)cc1)c(=O)n2Cc1ccccc1,99,2,98,3,99,17,85,94
CC[n+]1c(/C=C/c2cc([N+](=O)[O-])ccc2O)ccc2ccccc21,92,3,103,9,96,8,98,103
O=C(ONc1ccc(N=NC(=O)c2ccccc2O)cc1)c1ccccc1,114,2,111,7,105,-6,100,106
Cc1ncoc1C(=O)N1CCCC(C(=O)c2ccc3c4c(cccc24)CC3)C1 (stereo unspecified),114,1,99,0,104,1,87,104
O=C(N/N=C/c1ccccn1)c1cc(-c2ccccc2Cl)n[nH]1,103,1,109,-1,127,-15,95,111
O=C(Nc1ncccn1)c1cccc(Cl)c1,100,1,90,-4,99,5,102,102
CCN(CC)C(=O)Oc1ccc2ccccc2c1Br,97,4,98,16,96,-26,88,98
O=S(=O)(Cc1ccc(Cl)cc1)N1CCN(c2ncccn2)CC1,94,0,98,-1,101,-2,105,99
OCCN1C[C@H](O)[C@@H](O)[C@H](O)[C@H]1CO,100,0,92,36,103,9,108,103
CC1CC(C)CN(c2ccc(-n3cnnn3)cc2[N+](=O)[O-])C1 (stereo unspecified),96,0,97,-2,96,-24,93,98
S=C(Nc1ccc(Cl)cc1)N1CCCC1,100,0,106,1,92,7,94,100
COC(=O)/C=C(\C)NC(=O)c1cccs1,105,1,106,4,101,4,100,99
COc1cccc2cc(S(=O)(=O)c3ccccc3)c(=Nc3ccc4c(c3)OCCO4)oc12,86,0,106,11,99,-1,107,102
CC(Sc1nnc(C2CC2)n1Cc1ccccc1)C(=O)N1CCNC1=O (stereo unspecified),98,3,98,7,100,5,101,98
Cc1c(C(=O)N2CCOCC2)oc2ccc(S(=O)(=O)N3CCCC3)cc12,106,0,103,5,105,3,103,101
Cc1c(OCC(=O)NCCN2CCOCC2)ccc2c(-c3ccccc3)cc(=O)oc12,91,6,95,1,96,3,100,96
CCCCNC(=O)Nc1c(C(=O)OC)[nH]c2ccc(C)cc12,99,3,110,-49,122,2,114,106
Cc1ccc(C)c(N2CCN(CCCNC(=O)CCC(=O)N3CCOc4ccc(Cl)cc43)CC2)c1,116,0,109,10,120,-12,118,112
Cc1cc(=O)[nH]c2c(C)cc(S(=O)(=O)N3CCCCC3)cc12,92,4,101,6,100,0,102,114
CCCc1cc(C(=O)NC2CCCCC2)no1,101,5,98,-1,95,-8,100,94
Cn1c(N)c(C(=O)Nc2c(Cl)cccc2Cl)sc1=S,111,1,110,14,111,-1,106,103
COc1ccc(-c2nc(NC(=O)Cn3cnnn3)sc2C)cc1,105,0,91,8,96,11,88,96
Cc1nc(SCC(=O)N2c3ccccc3Sc3ccccc32)n[nH]1,93,1,100,7,109,-2,103,101
O=C(CSc1ccc2nnc(-c3ccccn3)n2n1)Nc1ccc2c(c1)OCO2,91,0,95,-14,96,-6,92,97

The listing continues.
structure,LAP4 TOR yeast,GRK2 aptamer HTS,MEP2 TOR yeast,VLA-4 inh,AGP1 TOR yeast,GASC-1 inh,CIT2 TOR yeast,RPL19A TOR yeast
COc1cnc(-c2ccccn2)nc1Oc1c(C)cccc1C,102,0,101,2,105,-11,105,103
CCOC(=O)C1=C(c2ccccc2)NC(=O)NC1c1cc(OC)c(OC)cc1OC (stereo unspecified),87,0,97,1,89,-4,97,96
CCc1ccc(C(=O)COc2ccc(NC(C)=O)cc2)cc1,115,0,97,13,96,7,97,100
COc1ccc(S(=O)(=O)N2CCN(C3CCCC(C)C3)CC2)cc1 (stereo unspecified),96,1,98,-10,103,3,105,100
O=C(NC1CCCCC1)NC1C2CC3CC(C2)CC1C3 (stereo unspecified),83,0,87,-1,93,30,90,101
COc1cc(/C=N/NC(=O)Cc2csc(N3CCOCC3)n2)cc(OC)c1O,111,4,110,14,111,-2,106,100
Cc1ccc(-n2nc(C(=O)O)cc2-c2ccccc2Cl)cc1,122,0,100,2,95,-6,87,93
O=C(NC(=S)Nc1ccccc1N1CCOCC1)c1ccc(-c2cccc(Cl)c2)o1,97,1,101,12,95,-8,100,99
Cc1n[nH]c(=O)nc1NCc1ccccc1,117,6,100,8,107,.,.,107
O=C1CCN(S(=O)(=O)c2ccc(Cl)cc2)CCN1,100,0,95,5,106,8,103,106
